FUS suppressor – qHTS for Suppressors of FUS Proteinopathy: Primary screen using FUS-linked yeast assay; S. cerevisiae FUS-expressing, growth rescue, OD600, 24 h; hit rate 0.24% among 390,000; Potency, µM (doses to about 76.6 µM), for the others: at the highest dose growth rescue (activation), usual class: activators;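 note: potency is the fitted concentration of half-maximal effect; plate controls were DMSO vehicle for no effect and reference control for full effect; nearly all actives have a fitted effect of over 55% in size; some results filed as inactive show a strong effect at the top dose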
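Galactose (2%) drives FUS expression in yeast precultured in raffinose; seeding density OD 0.005. Test compounds incubated 24hr at 30C and 99% humidity before absorbance at 600 nm was measured.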
Abeta yeast res – qHTS for compounds that reverse cellular toxicity of Amyloid beta (A-beta) peptide in yeast: Primary Screen; yeast expressing A-beta42, growth rescue, OD600, 48 h; response scale: 0% DMSO, 100% iron-clioquinol control; Potency, µM (series often up to 46.1 µM), without a hit: top-dose growth rescue, usual class: activators; AID 1347071, 2019; hit rate 0.063% among 410,000; note: potency is the fitted concentration of half-maximal effect; nearly all actives have a fitted effect of over 55% in size
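Yeast growth medium received pinned compounds, then yeast cells expressing toxic A-beta were added; plates incubated at 30 C for 48 hr. Growth read as absorbance at 600 nm, normalized to DMSO and equimolar FeCl3 plus clioquinol controls.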
DRD3 agonist – qHTS of D3 Dopamine Receptor Agonist: qHTS; D(3) dopamine receptor (Homo sapiens), P35462; D3R DiscoveRx beta-arrestin cells, luminescence, 90 min; max activation, %; hit rate 0.58% among 410,000; AID 652048, 2013; in the data active = max activation above about 30%; note: 0% is about no effect; mostly tested at two doses, the higher about 12 µM
Target sequence (P35462 whole entry, looked up): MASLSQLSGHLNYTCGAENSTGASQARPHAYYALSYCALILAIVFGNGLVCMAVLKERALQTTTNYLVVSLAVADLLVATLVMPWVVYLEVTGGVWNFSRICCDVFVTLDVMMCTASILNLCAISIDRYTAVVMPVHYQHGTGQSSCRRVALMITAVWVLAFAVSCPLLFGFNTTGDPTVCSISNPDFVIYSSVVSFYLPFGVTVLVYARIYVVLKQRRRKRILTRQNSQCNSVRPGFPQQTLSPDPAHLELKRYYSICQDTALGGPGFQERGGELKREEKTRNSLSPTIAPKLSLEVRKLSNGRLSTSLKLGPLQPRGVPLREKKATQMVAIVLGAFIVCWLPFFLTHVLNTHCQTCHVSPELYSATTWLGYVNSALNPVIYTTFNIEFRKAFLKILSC
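Agonist-mode cell screen: cells plated at 1500/well and incubated overnight at 37 °C, then exposed to library compounds for 90 min at 37 °C. Detection reagent was added for 30–60 min at room temperature, and luminescence was read.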
EPAC2 antagonist – qHTS for Antagonist of cAMP-regulated guanine nucleotide exchange factor 2 (EPAC2): primary screen. EPAC2 GEF exchange of Rap1B-BODIPY-GDP, fluorescence. Potency, µM (highest dose often 114 µM), without a hit: at the highest dose activity, negative = inhibition, most hits filed as inhibitors. AID 720708, 2013. Rap guanine nucleotide exchange factor 4 (Homo sapiens), Q8WZA2. hit rate 0.18% among 360,000; note: potency is the fitted concentration of half-maximal effect; % is set by controls: 0 for no effect and ±100 for the full control effect; nearly all actives have a fitted effect of over 45% in size; many of its hits are not listed in these tables
TDP-43 yeast inh – qHTS of TDP-43 Inhibitors; AID 652104, 2013; Potency, µM (doses to about 46.1 µM), inactives show at the top dose growth rescue (activation), usual class: activators; hit rate 1.8% among 410,000; TDP-43 expressing yeast growth rescue, BacTiter-Glo, 24 h; note: potency is the fitted concentration of half-maximal effect; % of control where 0% means no effect; nearly all actives have a fitted effect of over 50% in size
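Yeast expressing TDP-43 (pregrown in raffinose, seeded at OD600=0.02 in galactose medium) exposed to compounds 24 hr at 30 deg C. Growth read by BacTiter-Glo luminescence; rescue of toxicity appears as increased signal.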
aSyn yeast inh – qHTS of alpha-syn Inhibitors | Yeast expressing alpha-synuclein, growth rescue, BacTiter-Glo, 24 h | Potency, µM (series often up to 46.1 µM), for inactives: at the highest dose growth rescue (activation), actives largely listed as activators | hit rate 0.14% among 370,000 | AID 652106, 2013; note: potency is the fitted concentration of half-maximal effect; % of control where 0% means no effect; nearly all actives have a fitted effect of over 65% in size
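Screening used galactose-induced yeast with toxic alpha-synuclein levels, exposed to compound for 24 hr at 30 deg C. Cell growth, read with BacTiter-Glo luminescence, gave the measured signal.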
D3 antag – qHTS of D3 Dopamine Receptor Antagonist: qHTS | hit rate 2.5% among 360,000 | D3R cells, DiscoveRx beta-arrestin luminescence, antagonist mode; active compounds read low | D(3) dopamine receptor (Homo sapiens), P35462 | max response, negative = inhibition, %; in the data active = max response below about -50%; inconclusive = no clear call, values can overlap the other calls; note: % is set by controls: 0 for no effect and ±100 for the full control effect; mostly tested at two doses, the higher about 12 µM
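Cells plated overnight at 1500 cells/well, then exposed to library compounds with dopamine controls for 90 minutes at 37 degrees C. DiscoveRx reagent added for 30–60 minutes at room temperature; luminescence read, quantitative HTS format.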
EPAC2 ag – qHTS for Agonist of cAMP-regulated guanine nucleotide exchange factor 4 (EPAC2): primary screen; Rap guanine nucleotide exchange factor 4 (Homo sapiens), Q8WZA2; EPAC2 activation, biochemical qHTS; response scale: 100% = 6.5 mM cAMP response; Potency, µM (top dose mostly 154 µM), for inactives: top-dose activation, actives largely listed as activators; hit rate 0.079% among 360,000; note: potency is the fitted concentration of half-maximal effect; nearly all actives have a fitted effect of over 50% in size
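Nucleotide exchange monitored as fluorescence drop when BODIPY-GDP leaves Rap1B. Reaction: 100 nM EPAC2, 250 nM RAP1B-BODIPY-GDP, 50 uM GDP, room temperature, kinetic read over 30 min. Activity expressed relative to 6.5 mM cAMP.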
An asterisk follows results filed as active; ? = inconclusive; . = no result given; & = joins results of further samples; [ ] = remark or other dose. Unless noted, calls come from the whole dose curve; as a rule, active = well fitted curve in the direction sought with a large enough effect; inconclusive = small, poorly fitted or top-dose-only effect, or another doubt; inactive = no such curve, though single readings can be large; an effect the other way counts as inactive or inconclusive.

SMILES	FUS suppressor	Abeta yeast res	DRD3 agonist	EPAC2 antagonist	TDP-43 yeast inh	aSyn yeast inh	D3 antag	EPAC2 ag
COc1ccccc1CN(C)C(=O)COC(=O)c1c(C)noc1C	2%	-1%	-4	-1%	0%	10%	1	9%
Cc1ccc(Cc2cnc(N3C(=N)SC(c4ccccc4)C3=O)s2)cc1 (stereo unspecified)	.	1%	2	2%	14%	-3%	-11	2%
O=c1cc(-c2ccccc2)nc2nc(CCc3ccccc3)[nH]n12	19%	-3%	-10	0%	-10%	-10%	-2	4%
CN(CCO)c1cc(N2CCC3(CC2)OCCO3)c2nonc2c1[N+](=O)[O-]	7%	10%	-10	-6%	-13%	-3%	0	-7%
CCCOc1ccc(Cc2c(O)nc(SC)[nH]c2=O)cc1C	1%	-8%	11	10%	10%	2%	0	9%
CC(=O)Nc1ccc(-c2csc(NC(=O)C3CSC4(C)CCC(=O)N34)n2)cc1 (stereo unspecified)	35%	3%	-19	13%	0%	-1%	-10	8%
COc1ccc(N2C(=O)NC(NC(=O)c3cccnc3)(C(F)(F)F)C2=O)cc1 (stereo unspecified)	-31%	1%	4	2%	4%	2%	24	1%
Fc1ccc(COc2ccccc2-c2ccnc3ncnn23)cc1	-37%	13%	-7	2%	17%	-8%	6	0%
COc1ccccc1C1CCN(Cc2ccc(C)cc2)CC1	11%	-20%	-43	1%	-25%	4%	?	11%
Cc1cc(C)c2c(CN3CCCC3)cc(=O)oc2c1	-5%	-15%	-11	?	17%	0%	6	-4%

Given field by field: part of the list above
Molecule: O=c1cc(-c2ccccc2)nc2nc(CCc3ccccc3)[nH]n12
  FUS suppressor = 19%
  Abeta yeast res = -3%
  DRD3 agonist = -10
  EPAC2 antagonist = 0%
  TDP-43 yeast inh = -10%
  aSyn yeast inh = -10%
  D3 antag = -2
  EPAC2 ag = 4%

Molecule: Fc1ccc(COc2ccccc2-c2ccnc3ncnn23)cc1
  FUS suppressor = -37%
  Abeta yeast res = 13%
  DRD3 agonist = -7
  EPAC2 antagonist = 2%
  TDP-43 yeast inh = 17%
  aSyn yeast inh = -8%
  D3 antag = 6
  EPAC2 ag = 0%

Molecule: CC(=O)Nc1ccc(-c2csc(NC(=O)C3CSC4(C)CCC(=O)N34)n2)cc1 (stereo unspecified)
  FUS suppressor = 35%
  Abeta yeast res = 3%
  DRD3 agonist = -19
  EPAC2 antagonist = 13%
  TDP-43 yeast inh = 0%
  aSyn yeast inh = -1%
  D3 antag = -10
  EPAC2 ag = 8%

New compounds follow.
SMILES	FUS suppressor	Abeta yeast res	DRD3 agonist	EPAC2 antagonist	TDP-43 yeast inh	aSyn yeast inh	D3 antag	EPAC2 ag
O=S(=O)(NCc1ccccc1)c1ccc(Cl)cc1	-2%	-15%	0	-3%	?	12%	1	2%
CCOc1ccc(S(=O)(=O)N2CCOCC2)cc1NC(=O)CCOc1ccc(C(C)(C)C)cc1	2%	15%	22	-17%	?	-3%	7	-7%
CCN(CC)C(=O)CSc1nc2cc(S(=O)(=O)N3CCOCC3)ccc2n1CC	5%	-9%	5	3%	-6%	-1%	6	-1%
CCCCN(CCCC)Cc1ccc(N)cc1	18%	-18%	-12	13%	-23%	-11%	-11	-2%
Cc1cc(NC(=O)NCc2ccccc2)c(=O)n(Cc2ccccc2F)c1	-13%	17%	7	4%	17%	8%	3	3%
COCCNc1nc(C(C)(C)C)nc2c1nnn2Cc1ccccc1Cl	3%	7%	-10	10%	-14%	6%	19	0%
O=S(=O)(NCC(c1ccco1)N1CCOCC1)c1ccc(Cl)cc1 (stereo unspecified)	2%&23%	-25%&-2%	-5&-17	-2%	-22%&-22%	-3%	-17	8%
COc1cc(F)ccc1-c1csc(C(O)c2ccccc2)n1 (stereo unspecified)	?	20%	1	-12%	35µM*	21%	0	22%
O=C(COC(=O)/C=C/c1ccccc1)NC1CCCCCC1	13%	14%	2	-10%	17%	-2%	22	1%
COc1ccccc1NS(=O)(=O)c1cccc(C(=O)N/N=C/c2ccccc2OCC(=O)O)c1	11%	6%	4	-1%	.	0%	5	3%
Nc1nc2ccc(Cl)cc2cc1C(=O)NCc1ccc(Oc2ccccc2)cc1	-4%	-16%	-1	10%	7%	-5%	27	4%
CC1CCN(CC(=O)Nc2ccc(N3CCCCCC3)cc2)CC1	32%	4%	-9	9%	-18%[1.82 µM]	3%	0	0%
NCCN1C(=O)S/C(=C\c2ccc3c(c2)OCO3)C1=O	-7%	-9%	3	3%	19%	4%	6	2%
O=c1[nH]nc(CNc2ccc(OC(F)(F)F)cc2)c2ccccc12	4%	-1%	2	-17%	14µM*	-5%	14	10%
COc1cccc(NC(=O)Nc2nnc(CC(=O)Nc3ccccc3)s2)c1	-1%	10%	3	-8%	-1%	-3%	-4	1%
Nc1c2c(nc3ccccc13)CCCC2=O	-3%	-9%	9	-2%	-5%	-1%	1	0%
COC(=O)c1ccc(NS(=O)(=O)c2ccc3[nH]c4c(c3c2)CCCCC4)cc1	-3%	-6%	0	.	9%	-1%	.	.
COc1ccc(C(=O)Nc2oc(-c3ccccc3)c(-c3ccccc3)c2C#N)cc1	?	11%	-17	-11%	-12%	-2%	-64*	20%
O=C(NCc1ccc(F)c(F)c1)c1cccc2c(-c3cccnc3)coc12	13%	-53%[inhibitor]	-1	-22%	13µM*	5%	11	9%
CCc1ccc(NC(=O)CNC(=O)[C@@H]2Cc3ccccc3CN2)cc1	21%	8%	-3	-5%	-11%	3%	-18	1%

As entered above.
`CC1CCN(CC(=O)Nc2ccc(N3CCCCCC3)cc2)CC1` in D3 antag is listed with 0
`O=C(NCc1ccc(F)c(F)c1)c1cccc2c(-c3cccnc3)coc12` in FUS suppressor is listed with 13%
`Nc1nc2ccc(Cl)cc2cc1C(=O)NCc1ccc(Oc2ccccc2)cc1` in aSyn yeast inh is listed with -5%
`NCCN1C(=O)S/C(=C\c2ccc3c(c2)OCO3)C1=O` in EPAC2 antagonist is listed with 3%
`O=c1[nH]nc(CNc2ccc(OC(F)(F)F)cc2)c2ccccc12` in DRD3 agonist is listed with 2
`Nc1c2c(nc3ccccc13)CCCC2=O` in aSyn yeast inh is listed with -1%

Next part:
SMILES	FUS suppressor	Abeta yeast res	DRD3 agonist	EPAC2 antagonist	TDP-43 yeast inh	aSyn yeast inh	D3 antag	EPAC2 ag
CCOC(=O)c1ccc(NC(=O)c2ccc3c(c2)C(=O)N(Cc2cccnc2)C3=O)cc1	34%	12%	2	2%	9%	5%	26	2%
CNC(=O)c1cc(S(=O)(=O)N(C)C)ccc1Cl	10%	-9%	-3	8%	-30%	1%	-19	-1%
O=C(NNC(=O)C12CC3CC(CC(C3)C1)C2)c1ccccc1[N+](=O)[O-]	-8%	-8%	0	-3%	-3%	1%	5	2%
CCN(CC)S(=O)(=O)c1ccc(N2CCOCC2)c(NC(=O)Cc2ccc(Cl)cc2)c1	30%	12%	4	5%	-11%[9.22 µM]	16%	15	-6%
CC(C)(C)c1ccc(S(=O)(=O)N2CCSC2)cc1	-22%	0%	-4	0%	?	-3%	-8	-4%
COC(=O)c1sc(S(=O)(=O)N2CCN(c3ccccc3)CC2)c(C(=O)OC)c1C	29%	18%	-8	-6%	-13%	6%	-22	1%
Cc1cc(C)c2c(-n3cccc3)c(C(=O)NCCCN3CCCCC3)sc2n1	24%	-7%	-35	.	12%	.	.	.
COCCNC(=O)CN1C(=O)COc2ccc(S(=O)(=O)N3CCCC3)cc21	-21%	-4%	-5	.	-9%	.	.	.
CCN(CC)C(=O)CN1C(=O)C2(NC(=O)c3ccccc3N2)c2ccccc21 (stereo unspecified)	-3%	-8%	4	0%	21%	-3%	3	6%
O=c1c2ccccc2nnn1-c1ccccc1[N+](=O)[O-]	-10%	0%	1	2%	?	2%	9	1%

Grouped by structure, the entries above containing an aryl thioether with sulfur outside any ring
SMILES	FUS suppressor	Abeta yeast res	DRD3 agonist	EPAC2 antagonist	TDP-43 yeast inh	aSyn yeast inh	D3 antag	EPAC2 ag
CCCOc1ccc(Cc2c(O)nc(SC)[nH]c2=O)cc1C	1%	-8%	11	10%	10%	2%	0	9%
CCN(CC)C(=O)CSc1nc2cc(S(=O)(=O)N3CCOCC3)ccc2n1CC	5%	-9%	5	3%	-6%	-1%	6	-1%

Following part:
SMILES	FUS suppressor	Abeta yeast res	DRD3 agonist	EPAC2 antagonist	TDP-43 yeast inh	aSyn yeast inh	D3 antag	EPAC2 ag
Cc1cc(C(=O)NC2CCCc3ccccc32)no1 (stereo unspecified)	24%	9%	-2	6%	9%	-1%	10	6%
O=C(CCc1nnc2ccc(NCc3ccccc3)nn12)NCC1CCN(C2CCCC2)C1 (stereo unspecified)	2%	.	-9	6%	5%	0%	9	-3%
Cc1cc(OCC(=O)OC(C)C(=O)NC2CC2)c(C(C)C)cc1Cl (stereo unspecified)	-6%	8%	-3	-18%	3%	12%	0	5%
O=[N+]([O-])c1ccc(-c2nnc(-c3ccccc3)c(N3CCOCC3)n2)cc1	12%	-10%	3	9%	?	-3%	21	-4%
Cc1c(O)c(=O)c2ccccc2n1C	-25%	-15%	3	6%	3%	-1%	1	2%
Cc1csc(NC(=O)CCC(=O)N(CC(=O)NC2CCCC2)Cc2ccccc2)n1	12%	1%	9	3%	2%	3%	13	-4%
Brc1cc(/C=N/n2cnnc2)oc1Br	-19%	-17%	-1	-7%[57.1 µM]	-6%	4%	-2	-4%
CCOC(=O)c1c(C)n(-c2ccc(F)cc2)c2ccc(O)cc12	-13%	3%	-3	-6%	15%	1%	-17	2%
O=C(c1nc2n(n1)C(c1ccc(Cl)cc1)C=C(c1ccccc1)N2)N1CCOCC1 (stereo unspecified)	23%	-1%	-1	1%	21%	1%	9	-5%
C/C(=N/Nc1ccnc2cc(Cl)ccc12)c1ccc(N)cc1	-11%	-11%	-56	-10%	-2%	-16%	?	9%
Cc1ccc(C(N)=O)cc1S(=O)(=O)Nc1cccc(C)c1C	13%	24%	3	6%	11%	2%	21	-4%

An excerpt; the hit share may differ from the screen's.
